HCT116 PTEN-null – growth suppression of PTEN-null HCT116, primary screen, cell-based, CellTiter-Glo; HCT116 PTEN-null viability, 60 h; hits give low values; 140,000 tested, 1.2% active; viability, % at 10 µM;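 active means viability at or below a set limit, 4 SD under the median of all tested compounds, cut at about 3.7% in these data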;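 further: PTEN knockout HCT116 line with beta catenin targeted HCT116 as companion control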
Yeast life ext – compounds extending yeast replicative lifespan, primary screen, S. cerevisiae, OD615. S. cerevisiae growth with nicotinamide; deaD strain in restrictive glucose medium. inhibition of the nicotinamide effect, % at 10 µM. 130,000 tested, 0.68% active;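 active means inhibition above a set limit, placed 3 SD over the median of all compounds, cut at about 26% in these data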;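 further: 0% = nicotinamide-treated wells and 100% = cells grown without nicotinamide; some compounds called inactive have numbers as strong as hits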
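Material: Modified budding yeast, DeaD strain | Medium: Restrictive glucose medium | Probe or stimulus: 1.5 mM nicotinamide | Dosing: Single dose 10 µM compound, 0.25% DMSO | Times: 48 h at 30 °C | Technique: OD615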
NPY-Y2 antag – NPY-Y2 receptor antagonists, primary screen, cell-based; NPY-Y2 expressing cells, antagonist mode; inhibition, % at 2.7 µM; AID 793, 2007; 140,000 tested, 0.99% active; in the data active means inhibition above about 17%;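 further: 0% = vehicle with agonist challenge and 100% = reference antagonist with challenge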
Target sequence (P49146 whole entry, looked up): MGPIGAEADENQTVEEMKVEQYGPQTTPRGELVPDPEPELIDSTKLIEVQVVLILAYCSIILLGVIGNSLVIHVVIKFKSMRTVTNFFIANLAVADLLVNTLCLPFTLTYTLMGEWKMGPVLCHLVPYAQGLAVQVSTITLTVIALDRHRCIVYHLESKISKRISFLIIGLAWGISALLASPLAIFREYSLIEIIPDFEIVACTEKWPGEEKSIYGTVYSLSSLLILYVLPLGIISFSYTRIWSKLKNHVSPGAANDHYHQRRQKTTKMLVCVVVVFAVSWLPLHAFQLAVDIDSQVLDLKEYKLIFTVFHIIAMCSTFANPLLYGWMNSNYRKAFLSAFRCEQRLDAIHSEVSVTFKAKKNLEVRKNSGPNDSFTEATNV
Yeast growth inh – growth inhibitors of yeast BB579 in restrictive medium, primary screen, yeast lifespan-shortening project, S. cerevisiae. OD615, 48 h. inhibition, % at 10 µM. 140,000 tested, 0.51% active;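 active means inhibition above a set limit, 3 SD over the mean compound inhibition, cut at about 44% in these data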; further: inactives centre near -24
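Assay system – yeast BB579 (DeaD) · Dosing – single compound dose of 10 µM, 0.25% DMSO final · Detection – OD615 turbidity measurement · Buffer or medium – CSMM-D restrictive synthetic medium containing dextrose (glucose) · Benchmarks – positive control amphotericin B 10 µg/mL · Incubation – 48 h exposure, 30 °C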
E-sel TNF inh – E-selectin induction blockers in HUVEC – imaging, immunofluorescence, high content, primary screen | inhibition, % at 2 µM | 120,000 tested, 0.71% active | HUVEC TNFa-induced E-selectin immunofluorescence;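 active means inhibition above the batch mean plus 3 SD, and confirmed as a hit on visual image review, cut at about 43% in these data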;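 further: 0% = TNF-stimulated DMSO wells and 100% = unstimulated control wells; not every result past the cut was called active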
Measles CPE – compounds protecting cells from measles virus cytopathic effect, primary screen, measles RdRp inhibitor project, single point, MLSMR library, absorbance. Measles virus-infected cells, CPE protection. protection (pct of control), % at 4 µM. 140,000 tested, 1.5% active. AID 841, 2007; in the data active means protection mostly above about 24%, no sharp cut-off; inactive means mostly below about 26%; further: some compounds called inactive have numbers as strong as hits
MRP1 act – H69AR viability gain despite doxorubicin, primary screen, MRP-1 activator project, H69AR cells, CellTiter-Glo; viability rescue; viability increase, % at 10 µM; 140,000 tested, 0.61% active;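 active means viability gain under doxorubicin at or above a set limit, the compound median plus 3 SD, cut at about 4.7% in these data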;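 further: MRP-1 overexpressing cells given doxorubicin 25 µM after compound pretreatment; 18-22 h compound pretreatment then 72 h with doxorubicin before readout; 0% = doxorubicin-only wells and 100% = vehicle-treated cells without doxorubicin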
HCT116 bCat-KO – primary screen for growth suppressors in beta-catenin knockout HCT116 cells (colon tumor, human); HCT116 beta-catenin knockout viability, CellTiter-Glo, 60 h; hits give low values; 140,000 tested, 1.5% active; AID 818, 2007; viability, % at 10 µM;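 active means viability at or under a set limit, the compound median less 4 SD, cut at about 6% in these data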;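 further: 0% = Hyamine 1622 control at 20 µM and 100% = untreated cell control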
Phagocyt inh – inhibitors of macrophage phagocytosis, primary screen, imaging, J774A.1 cells, IgG beads. AID 1029, 2008. inhibition, % at 5 µM. 110,000 tested, 0.07% active. J774A.1 macrophage IgG-bead phagocytosis;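 active means inhibition above the mean of the plate negative controls plus 5 SD, cut at about 13% in these data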;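 further: phagocytic index as fraction of beads internalized from green versus red external bead signal; plate controls were DMSO negative control for no effect and cytochalasin-D positive control for full effect; some results beyond the cut were filed as inactive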
GALR2 blocker – GALR2 antagonists in receptor-expressing cells, primary screen; antagonist mode; inhibition, % at 4 µM; 140,000 tested, 0.39% active; AID 828, 2007; in the data active means inhibition above about 27%;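 further: cells stimulated with galanin 1-16 at roughly its EC80; 0% = agonist challenge control and 100% = basal control without agonist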
Target sequence (O43603 whole entry, looked up): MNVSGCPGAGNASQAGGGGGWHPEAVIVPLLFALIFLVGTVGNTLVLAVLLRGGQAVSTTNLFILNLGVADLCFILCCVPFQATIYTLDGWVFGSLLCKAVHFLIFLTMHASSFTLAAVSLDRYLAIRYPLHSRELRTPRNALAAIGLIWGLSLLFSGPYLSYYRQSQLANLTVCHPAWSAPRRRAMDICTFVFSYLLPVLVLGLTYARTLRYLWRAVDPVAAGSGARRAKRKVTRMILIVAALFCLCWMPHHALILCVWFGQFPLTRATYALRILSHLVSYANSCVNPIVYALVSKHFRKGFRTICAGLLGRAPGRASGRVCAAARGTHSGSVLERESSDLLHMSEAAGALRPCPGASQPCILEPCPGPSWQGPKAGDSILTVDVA
* marks the source's active call; other numbers are inactive results; / = no result given.

Screens by letter – A = HCT116 PTEN-null; B = Yeast life ext; C = NPY-Y2 antag; D = Yeast growth inh; E = E-sel TNF inh; F = Measles CPE; G = MRP1 act; H = HCT116 bCat-KO; I = Phagocyt inh; J = GALR2 blocker
1. Cc1ccc(C(=O)Nc2nc(=O)n(C(=O)c3ccccc3C)s2)cc1
  A: 100; B: -5; C: 9; D: 1; E: -5; F: 5; G: 2.2; H: 93; I: -2; J: -1
2. CCN(C(=O)COc1ccccc1[N+](=O)[O-])C1CCS(=O)(=O)C1 (centres undefined)
  A: 98; B: 10; C: 6; D: -40; E: -19; F: 1; G: 1.0; H: 93; I: -2; J: 14
3. Cc1nc(C)c(C(=O)Nc2ccc(Oc3ccccc3)cc2)o1
  A: 66; B: -15; C: 2; D: -6; E: -17; F: 12; G: -1.0; H: 40; I: -1; J: 5
4. COc1ccc(OCC(=O)Nc2cccc(NC(=O)COc3ccc(OC)cc3)n2)cc1
  A: 78; B: -8; C: 1; D: -16; E: 5; F: 5; G: -4.1; H: 86; I: -1; J: -2
5. S=c1[nH]nc(-c2ccc(Cl)cc2)n1CC1CCCO1 (centres undefined)
  A: 96; B: 3; C: 3; D: -24; E: -16; F: 23; G: -0.7; H: 97; I: -1; J: -3
6. CNC(=S)N/N=C/c1c(C)nn(-c2ccccc2)c1Cl
  A: 88; B: -11; C: 4; D: -31; E: 36; F: 14; G: -1.5; H: 88; I: 0; J: -5
7. CC1=CC(C)(C)N(C(=O)CSc2ncn[nH]2)c2ccc(C)cc21
  A: 92; B: 1; C: 5; D: -69; E: 18; F: 19; G: 3.7; H: 84; I: -1; J: -20
8. CCOc1cc2[nH]c(=O)n(CCCC(=O)NCc3ccco3)c(=O)c2cc1OCC
  A: 75; B: -24; C: 0; D: -7; E: -4; F: 6; G: -2.0; H: 80; I: -2; J: 2
9. Cc1ccc(S(=O)(=O)N2CCN=C2c2ccccc2)cc1C
  A: 78; B: /; C: 3; D: -9; E: 1; F: 17; G: -1.5; H: 86; I: /; J: -8
10. Cn1c(=O)c2nc(-c3ccc(Cl)cc3Cl)oc2c2ccccc21
  A: 93; B: -8; C: 5; D: -34; E: -23; F: 7; G: -3.3; H: 89; I: /; J: 9
11. O=C(Cn1cnc([N+](=O)[O-])c1)NC1CCCC1
  A: 100; B: 8; C: 5; D: -10; E: /; F: 3; G: -0.1; H: 106; I: -1; J: 18
12. CCCn1nnnc1SCC(=O)N1CCCC1
  A: 89; B: 0; C: 2; D: -57; E: 1; F: 4; G: 0.1; H: 101; I: 0; J: -3
13. CCOC(=O)c1cc2c(ccn2C)n1CC(=O)N(Cc1ccccc1)c1ccc(F)cc1
  A: 74; B: 7; C: 10; D: -24; E: -22; F: 3; G: -1.3; H: 84; I: -10; J: 0
14. COCCn1c(SC)nnc1-c1c[nH]c2ccccc12
  A: 92; B: -9; C: 2; D: -19; E: /; F: 16; G: -3.3; H: 91; I: 0; J: 6
15. CC(=O)OC(C(=O)NC1CCCCC1)c1ccc(C#N)cc1 (centres undefined)
  A: 103; B: -6; C: 1; D: -20; E: -1; F: 14; G: -1.9; H: 92; I: 0; J: -24
16. Cc1cc(C)nc(/N=C(\N)Nc2ccc([N+](=O)[O-])cc2)n1
  A: 94; B: -1; C: 2; D: -31; E: /; F: 13; G: -1.4; H: 81; I: -10; J: 3
17. COC(=O)C1=C(C)N(c2ccc(C)cc2)/C(=C/c2cccs2)C1=O
  A: 103; B: -9; C: 5; D: -51; E: -30; F: 3; G: -0.7; H: 78; I: -1; J: -4
18. N=c1n(CCN2CCCC2)c2ccccc2n1CC(O)c1ccco1 (centres undefined)
  A: 86; B: -13; C: 4; D: -25; E: /; F: 7; G: -4.2; H: 92; I: -3; J: 5
19. CC(C)CNS(=O)(=O)c1ccc(NC(=O)Cn2nc(-c3ccc(F)cc3)ccc2=O)cc1
  A: 64; B: 0; C: -4; D: -46; E: /; F: 14; G: -1.5; H: 65; I: -7; J: 9
20. COc1ccc(NC(=O)C(c2ccccc2)N(C)C(=O)c2cnccn2)cc1 (centres undefined)
  A: 98; B: -6; C: -2; D: 0; E: -30; F: 2; G: 0.5; H: 97; I: -1; J: 1

Looked up by compound from above:
Screens by letter – A = HCT116 PTEN-null; B = Yeast life ext; C = NPY-Y2 antag; D = Yeast growth inh; E = E-sel TNF inh; F = Measles CPE; G = MRP1 act; H = HCT116 bCat-KO; I = Phagocyt inh; J = GALR2 blocker
13. CCOC(=O)c1cc2c(ccn2C)n1CC(=O)N(Cc1ccccc1)c1ccc(F)cc1
  A: 74; B: 7; C: 10; D: -24; E: -22; F: 3; G: -1.3; H: 84; I: -10; J: 0
10. Cn1c(=O)c2nc(-c3ccc(Cl)cc3Cl)oc2c2ccccc21
  A: 93; B: -8; C: 5; D: -34; E: -23; F: 7; G: -3.3; H: 89; I: /; J: 9

Quoted from above, compounds 1 to 2
Screens by letter – A = HCT116 PTEN-null; B = Yeast life ext; C = NPY-Y2 antag; D = Yeast growth inh; E = E-sel TNF inh; F = Measles CPE; G = MRP1 act; H = HCT116 bCat-KO; I = Phagocyt inh; J = GALR2 blocker
1. Cc1ccc(C(=O)Nc2nc(=O)n(C(=O)c3ccccc3C)s2)cc1
  A: 100; B: -5; C: 9; D: 1; E: -5; F: 5; G: 2.2; H: 93; I: -2; J: -1
2. CCN(C(=O)COc1ccccc1[N+](=O)[O-])C1CCS(=O)(=O)C1 (centres undefined)
  A: 98; B: 10; C: 6; D: -40; E: -19; F: 1; G: 1.0; H: 93; I: -2; J: 14

(continued)
Screens by letter – A = HCT116 PTEN-null; B = Yeast life ext; C = NPY-Y2 antag; D = Yeast growth inh; E = E-sel TNF inh; F = Measles CPE; G = MRP1 act; H = HCT116 bCat-KO; I = Phagocyt inh; J = GALR2 blocker
21. O=C(O)c1cccc(NC(=O)C23CC4CC(C2)CC(n2cnc(Cl)n2)(C4)C3)c1
  A: 86; B: -10; C: 0; D: -30; E: 17; F: 10; G: 1.7; H: 100; I: -1; J: -14
22. CCN1CCN(c2nc3c(C)cccn3c(=O)c2/C=C(\C#N)S(=O)(=O)c2ccccc2)CC1
  A: 108; B: -12; C: 0; D: -42; E: -5; F: 11; G: -0.6; H: 94; I: 0; J: 1
23. c1ccc2[nH]c(CSc3nnc(-c4ccncc4)o3)nc2c1
  A: 96; B: -6; C: 3; D: -50; E: /; F: 5; G: -4.6; H: 90; I: 0; J: 13
24. Cc1nonc1OCCn1nnnc1N
  A: 95; B: -2; C: 2; D: -29; E: /; F: 29; G: 0.0; H: 90; I: -4; J: 1
25. O=C(COc1ccccc1)Nc1cc(C(F)(F)F)ccc1N1CCCC1
  A: 58; B: 0; C: 20*; D: -63; E: 0; F: 4; G: -2.6; H: 49; I: /; J: 7
26. CCSc1nc2c(c(=O)n1-c1ccc(F)cc1)SCC2
  A: 88; B: /; C: 4; D: -13; E: 1; F: 5; G: -1.1; H: 86; I: /; J: 11
27. CCN(CC)S(=O)(=O)c1ccc(C(=O)Nc2cccc(C)c2)cc1
  A: 94; B: -6; C: 0; D: -23; E: 5; F: 19; G: 1.7; H: 101; I: -1; J: 16
28. Cc1ccc(/C=C2/C(=O)N=C(N)N2C)s1
  A: 95; B: 3; C: 5; D: -47; E: 12; F: 5; G: -0.7; H: 108; I: 1; J: -9
29. CCc1ccccc1NC(=O)Cn1nc(C(F)(F)F)cc1C1CC1
  A: 87; B: -10; C: 7; D: -35; E: -15; F: /; G: -0.8; H: 86; I: 0; J: -10
30. CCn1c(=O)c(C(=O)Nc2ccccc2S(N)(=O)=O)c(O)c2ccccc21
  A: 95; B: 2; C: 10; D: -6; E: -17; F: 4; G: -2.5; H: 92; I: -1; J: -7
31. COc1ccccc1NS(=O)(=O)c1cccc(C(=O)N/N=C2\CC(=O)CC(C)(C)C2)c1
  A: 84; B: -2; C: 3; D: -14; E: /; F: 17; G: -0.8; H: 98; I: -5; J: 4
32. OC1CCN(c2c3c(nc4cc(-c5ccc(Cl)cc5)nn24)CCC3)CC1
  A: 55; B: /; C: -4; D: -24; E: -2; F: 11; G: -4.6; H: 56; I: /; J: 19
33. COc1cc(N(C(=O)Cc2cccs2)C(C(=O)NC2CCCCC2)c2ccc(C)cc2)ccc1-n1cnnn1 (centres undefined)
  A: 1.4*; B: -1; C: 4; D: -28; E: 46; F: 5; G: -5.2; H: 15; I: -13; J: 7
34. C=CCN(c1cccc(C(F)(F)F)c1)S(=O)(=O)c1cccc(C(=O)OCC(=O)NC)c1
  A: 89; B: -3; C: 2; D: -15; E: 13; F: 8; G: 0.0; H: 87; I: -10; J: -13
35. O=C(/C=C/c1cccc(Br)c1)NCC1CCCCC1
  A: 82; B: -1; C: 15; D: -36; E: /; F: 3; G: 1.5; H: 78; I: 0; J: -7
36. COc1ccc(CC(=O)N2N=C(C)CC2(O)c2cccnc2)cc1 (centres undefined)
  A: 100; B: -2; C: 4; D: 34; E: -8; F: 9; G: -0.3; H: 102; I: 0; J: 6
37. O=C(CSc1nnnn1-c1cccc2ccccc12)Nc1ccc(N2CCOCC2)c(Cl)c1
  A: 94; B: -4; C: 4; D: -40; E: -14; F: 17; G: -0.1; H: 75; I: -1; J: -20
38. O=C(NCc1ccc(F)cc1)c1noc2c1CCCCC2
  A: 92; B: -17; C: 4; D: -58; E: -15; F: 9; G: -0.6; H: 103; I: -1; J: 11
39. O=C(CN1CCOCC1)Nc1nc2ccc(Br)cc2s1
  A: 88; B: -19; C: 1; D: -44; E: 6; F: 6; G: -4.2; H: 93; I: 1; J: -3
40. COc1cccc(-n2cnc3cccc(N)c32)c1
  A: 95; B: -4; C: 2; D: -15; E: -2; F: 8; G: -2.3; H: 89; I: 5; J: 6
41. Cc1ccc(S(=O)(=O)Nc2nc(C)c(C(=O)Nc3ccccc3)s2)cc1
  A: 92; B: 0; C: 7; D: -34; E: /; F: 12; G: -0.7; H: 94; I: /; J: -14
42. COc1ccc(CCNC(=S)Nc2cccc3ccccc23)cc1
  A: 77; B: -3; C: 3; D: -3; E: 13; F: 6; G: -4.7; H: 71; I: 0; J: 1
43. N#CC1=C(N)N(c2ccccc2)C2=C(C(=O)CCC2)C1c1ccccc1 (centres undefined)
  A: 103; B: 4; C: 0; D: -53; E: 16; F: 9; G: -5.3; H: 89; I: /; J: -6
44. COc1ccc(NC(=O)CSC2CC(=O)N(c3ccc4c(c3)OCCO4)C2=O)cc1 (centres undefined)
  A: 94; B: 5; C: 2; D: -44; E: 10; F: 18; G: 0.0; H: 86; I: -2; J: 10
45. O=C(c1ccc2snnc2c1)N1CCOCC1
  A: 104; B: -11; C: 2; D: -33; E: -6; F: 29; G: -2.2; H: 111; I: -1; J: -12

From PubChem BioAssay
